CDK5 p35 inh = inhibitors of human CDK5/p35 kinase, primary screen, biochemical, single concentration; Recombinant CDK5/p35, ADP-Glo luminescence, 60 min; inhibition, % at 10 µM; 330,000 compounds, 0.01% hits; AID 488839, 2010;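 active = highest replicate inhibition of at least 50% and at least 75% of replicates reaching 50%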;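 also: plate controls were DMSO neutral control for no effect and GW8510 at 10 µM for full effect; many of its hits are not listed in these tables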
Target sequence (Q00535 whole entry, looked up): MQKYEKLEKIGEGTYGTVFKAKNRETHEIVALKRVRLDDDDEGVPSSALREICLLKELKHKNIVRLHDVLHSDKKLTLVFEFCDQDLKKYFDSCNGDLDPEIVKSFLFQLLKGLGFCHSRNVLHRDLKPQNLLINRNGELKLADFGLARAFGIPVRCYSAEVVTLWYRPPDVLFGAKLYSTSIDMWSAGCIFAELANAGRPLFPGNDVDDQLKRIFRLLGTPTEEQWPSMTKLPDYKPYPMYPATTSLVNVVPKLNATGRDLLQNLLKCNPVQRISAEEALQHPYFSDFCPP
Target sequence (Q15078 whole entry, looked up): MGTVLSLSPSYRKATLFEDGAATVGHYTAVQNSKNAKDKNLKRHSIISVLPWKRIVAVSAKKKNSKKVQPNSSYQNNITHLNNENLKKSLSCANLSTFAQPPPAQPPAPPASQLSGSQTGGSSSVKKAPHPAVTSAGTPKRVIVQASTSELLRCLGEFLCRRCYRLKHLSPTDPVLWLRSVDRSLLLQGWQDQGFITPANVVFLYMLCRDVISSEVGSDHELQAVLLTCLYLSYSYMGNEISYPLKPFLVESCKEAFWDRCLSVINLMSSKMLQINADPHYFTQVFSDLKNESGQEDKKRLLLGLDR
MITF TRPM1 HTS = activators of MITF-driven TRPM1 promoter reporter, primary screen, cell-based, SK-MEL-5, luciferase, single point. SK-MEL-5 TRPM1-promoter luciferase, 24 h; % of positive control, neutral wells = 0. activation, % at 12.5 µM. 300,000 compounds, 0.75% hits. AID 588334, 2011;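 active = mean activation of at least 80% with every replicate also reaching 80%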;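 also: 0% = neutral control wells and 100% = parthenolide positive control wells; values of inactives mirror those of a sister screen read the other way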
dFosB act = activators of delta FosB homodimer, primary screen, biochemical, fluorescence polarization, TAMRA-CDK5 oligo, single point. Protein FosB (Mus musculus), P13346. purified delta FosB; percent of positive-control signal above neutral wells. activation, % at 25 µM. 340,000 compounds, 0.99% hits. AID 493131, 2011;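 active = mean activation above about 17%, with every replicate also reaching it, limit read from the data, passing the limit was not always enough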;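 also: fluorescence polarization rise as delta FosB binds a TAMRA Cdk5 AP-1 oligo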
Rtt109 Vps75 = inhibitors of C. albicans Rtt109/Vps75 HAT, primary screen, biochemical, ThioGlo CoA-SH fluorescence, plate reader; purified Rtt109/Vps75, 4 h; 330,000 compounds, 0.16% hits; Histone acetyltransferase RTT109 (Candida albicans (strain SC5314 / ATCC MYA-2876)), …; inhibition, % at 34.9 µM; AID 540336, 2011;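 active = inhibition of at least 50% in every replicate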
Target sequence (Q5AAJ8 whole entry, looked up): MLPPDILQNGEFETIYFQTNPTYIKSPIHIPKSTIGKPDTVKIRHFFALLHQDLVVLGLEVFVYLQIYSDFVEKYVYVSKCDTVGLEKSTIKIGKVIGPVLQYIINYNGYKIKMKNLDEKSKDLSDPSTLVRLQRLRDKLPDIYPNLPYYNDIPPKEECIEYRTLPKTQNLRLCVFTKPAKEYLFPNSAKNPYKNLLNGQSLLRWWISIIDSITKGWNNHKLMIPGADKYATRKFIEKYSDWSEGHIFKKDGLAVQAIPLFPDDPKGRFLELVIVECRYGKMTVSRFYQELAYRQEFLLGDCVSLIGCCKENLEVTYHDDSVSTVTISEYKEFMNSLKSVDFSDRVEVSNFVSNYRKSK
CAL PDZ FP-1 = untagged CAL PDZ binding inhibitors, primary screen, biochemical, fluorescence polarization, HTS; 300,000 compounds, 0.92% hits; AID 602252, 2012; inhibition, % at 24.9 µM; Golgi-associated PDZ and coiled-coil motif-containing protein (Homo sapiens), Q9HD26; purified CAL PDZ, TMR-peptide fluorescence polarization, 1 h;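 active = mean inhibition of at least 30% with at least half of replicates also reaching 30%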;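 also: 0% = DMSO neutral control and 100% = excess unlabeled competitor peptide PRC23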
Wnt bcat act = Wnt/beta-catenin pathway activators, primary screen, cell-based, plate reader, single point. Wnt/beta-catenin reporter cell assay, activator. activation, % at 9.35 µM. 300,000 compounds, 1.2% hits. AID 743398, 2014; in the data active = activation above about 30%, passing the limit was not always enough;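 also: 0% = neutral control wells and 100% = positive control wells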
V-ATPase pH = regulators of yeast V-ATPase proton pumping, primary screen, pHLuorin cytosolic pH fluorescence; S. cerevisiae; response, % at 10 µM; 350,000 compounds, 0.37% hits; AID 504577, 2011; in the data active = response mostly above about 7.3%, no sharp cut-off; inactive = mostly below about 5.4%; also: actives read high; inactives centre near 0; some compounds called inactive have numbers as strong as hits; reference of the scale not given here
Tat transport = E. coli Tat export inhibitors, primary screen, MC4100, TorA-mCherry reporter, fluorescence, single point. inhibition, % at 10 µM. 340,000 compounds, 0.036% hits. AID 488895, 2010;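 active = mean replicate inhibition at least 50% and at least half of replicates individually reaching 50%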;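 also: exported cargo escapes ClpAP degradation while cytoplasmic cargo is degraded and loses fluorescence; 0% = median of neutral control wells and 100% = median of NaSCN control wells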
cardiac RTF act = cardiac RTF calcium sensitivity activators, primary screen, biochemical, IANBD-TnC fluorescence, EC20 calcium. 340,000 compounds, 0.24% hits. activation, % at 7.2 µM. IANBD-labeled TnC RTF fluorescence at EC20 calcium; 0% EC20 calcium, 100% full calcium. Troponin I, cardiac muscle (Homo sapiens) + Troponin T, cardiac muscle (Homo sapiens) + …;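 active = activation above the mean over all tested compounds plus 3 SD, cut at about 30% in these data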;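 also: rise in fluorescence read as greater calcium sensitivity of cardiac thin filaments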
CAL PDZ FP-2 = CAL PDZ peptide-binding inhibitors, primary screen, biochemical, fluorescence polarization, Cer-tagged CAL PDZ, HTS. Golgi-associated PDZ and coiled-coil motif-containing protein (Homo sapiens), Q9HD26. purified CAL PDZ, TMR-peptide fluorescence polarization, 1 h. inhibition, % at 20 µM. 330,000 compounds, 0.02% hits. AID 504414, 2011;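 active = highest replicate inhibition of at least 40%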;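 also: plate controls were DMSO neutral control wells for no effect and unlabeled competitor peptide control wells for full effect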
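Material: tagged CAL PDZ domain; buffer or medium: 25 mM sodium phosphate pH 7.4, 150 mM NaCl, TCEP, IgG, Thesit; compound dosing: single point, 20 µM; schedule: 1 h incubation at room temperature before polarization reading; measured by: FP readout, S and P plane fluorescence; read-out basis: percent inhibition from loss of millipolarization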
Starred values were filed as active, the others as inactive; · = not tested or not shown; & = joins results of further samples. Hits appear at their usual frequency (roughly 4.1% active in at least one column).

SMILES | CDK5 p35 inh | MITF TRPM1 HTS | dFosB act | Rtt109 Vps75 | CAL PDZ FP-1 | Wnt bcat act | V-ATPase pH | Tat transport | cardiac RTF act | CAL PDZ FP-2
Cc1ccc(C(=O)Nc2nc(=O)n(C)s2)cc1 | -0.5 | 35 | 6 | -4 | -7 | -4 | -3 | 7 | 9 | -0.1
COc1ccccc1NS(=O)(=O)c1ccc2oc(SCc3ccc(F)cc3)nc2c1 | 2.3 | -4 | 2 | -9 | -3 | -4 | -2 | -2 | 3 | 0.0
Cc1ccc(NC(=O)CN2C(=O)/C(=C3\SC(=S)N(C4CCS(=O)(=O)C4)C3=O)c3ccccc32)cc1 (configuration not stated) | 1.5 | -9 | 6 | -4 | -4 | -2 | -2 | -3 | -7 | -0.3
Cn1c(CNC(=O)c2ccc3c(c2)OCO3)nnc1SCC(=O)Nc1ccc(F)cc1F | 0.5 | 1 | 3 | -13 | -2 | 6 | -4 | 3 | -4 | -1.6
COC(=O)c1cc2c(-c3ccccc3)c(C)c3ccccn3c-2c1C(=O)OC | 0.8 | -2 | -6 | 6 | 1 | · | -3 | 8 | 2 | 1.3
N#Cc1c(N)oc(-c2ccco2)c1-c1ccco1 | 3.0 | 6 | -10 | -5 | -11 | -2 | -2 | 5 | 5 | -0.7
CN(C(=O)COC(=O)COc1ccccc1Cc1ccccc1)c1ccccc1 | 0.3 | -3 | -13 | 33 | 5 | -4 | 3 | 6 | -7 | -1.9
CSCCC(NC(=O)COc1ccccc1)C(=O)O (configuration not stated) | -4.9 | 12 | -5 | 5 | · | 1 | 0 | -3 | 7 | -0.4
CCOc1ccccc1NC(=O)CSc1nnc(CNC(=O)c2ccccc2F)o1 | -1.1 | -5 | 0 | 1 | -3 | -3 | 4 | -5 | -4 | -1.2
COc1cccc(NC(=O)CNC(=O)Cn2cnc3sc4c(c3c2=O)CCCC4)c1 | · | 2 | -19 | -5 | -4 | -2 | -1 | -2 | -1 | -2.6
CC(=O)NCCOC(=O)Nc1cccnc1 | -0.6 | 0 | -1 | 0 | 0 | · | -1 | 1 | -1 | 0.2
Cc1ccc(N(CC(=O)Nc2ccc3c(c2)OCCO3)S(=O)(=O)c2c(C)n[nH]c2C)cc1 | -0.2 | 1 | 0 | 11 | 4 | -5 | 5 | 3 | -2 | -1.5
COc1ccc(CCNC(=O)CSc2nnc3ccc(-c4cccnc4)nn23)cc1OC | -1.2 | 3 | 2 | -2 | -1 | 0 | -4 | -2 | -1 | -2.7
CCC1CCCCN1CCCNC(=O)C1CCN(Cc2nc(-c3ccc(Cl)cc3)oc2C)CC1 (configuration not stated) | · | -99 | -7 | -13 | 1 | · | -2 | 2 | -5 | -2.4
Cc1ccc(Cn2c([N+](=O)[O-])cnc2C)cc1 | -0.3 | -16 | 2 | -3 | -5 | · | -3 | -1 | 3 | -4.3
Cn1c2c(c(O)c(-c3ccccc3)c1=O)C(=O)CC(C)(C)C2 | 0.9 | -4 | -8 | -15 | · | 1 | 0 | 3 | 1 | -0.9
CC1=CCC2C(=O)N(CCc3c[nH]c4ccccc34)C(=O)C2C1 (configuration not stated) | 0.7 | -4 | 2 | 3 | -2 | · | -1 | -5 | 0 | -0.4
O=C(NN1CCOCC1)c1ccc(Cl)cc1Cl | 1.3 | 1 | 4 | 3 | · | -2 | -1 | 0 | -6 | -0.5
COC(=O)C1=C(N)OC2=C(C(=O)CC(C)(C)C2)C1c1ccoc1 (configuration not stated) | 0.2 | 8 | 4 | 5 | -2 | · | 0 | 10 | -1 | -0.3
COc1ccc2ccccc2c1CNc1nnnn1C | 0.1 | -4 | -5 | -4 | 3 | -2 | 2 | 3 | -2 | -0.6

Six of the compounds above, in markdown.
| smiles | CDK5 p35 inh | MITF TRPM1 HTS | dFosB act | Rtt109 Vps75 | CAL PDZ FP-1 | Wnt bcat act | V-ATPase pH | Tat transport | cardiac RTF act | CAL PDZ FP-2 |
| --- | --- | --- | --- | --- | --- | --- | --- | --- | --- | --- |
| COc1ccc2ccccc2c1CNc1nnnn1C | 0.1 | -4 | -5 | -4 | 3 | -2 | 2 | 3 | -2 | -0.6 |
| COc1ccc(CCNC(=O)CSc2nnc3ccc(-c4cccnc4)nn23)cc1OC | -1.2 | 3 | 2 | -2 | -1 | 0 | -4 | -2 | -1 | -2.7 |
| CC1=CCC2C(=O)N(CCc3c[nH]c4ccccc34)C(=O)C2C1 (configuration not stated) | 0.7 | -4 | 2 | 3 | -2 | · | -1 | -5 | 0 | -0.4 |
| COC(=O)C1=C(N)OC2=C(C(=O)CC(C)(C)C2)C1c1ccoc1 (configuration not stated) | 0.2 | 8 | 4 | 5 | -2 | · | 0 | 10 | -1 | -0.3 |
| CCC1CCCCN1CCCNC(=O)C1CCN(Cc2nc(-c3ccc(Cl)cc3)oc2C)CC1 (configuration not stated) | · | -99 | -7 | -13 | 1 | · | -2 | 2 | -5 | -2.4 |
| O=C(NN1CCOCC1)c1ccc(Cl)cc1Cl | 1.3 | 1 | 4 | 3 | · | -2 | -1 | 0 | -6 | -0.5 |

The list continues.
SMILES | CDK5 p35 inh | MITF TRPM1 HTS | dFosB act | Rtt109 Vps75 | CAL PDZ FP-1 | Wnt bcat act | V-ATPase pH | Tat transport | cardiac RTF act | CAL PDZ FP-2
CC(C)(C)n1nc2c(c1NC(=O)c1ccc(Br)cc1)CS(=O)C2 (configuration not stated) | -1.9 | -4 | -2 | 1 | · | -1 | 5 | 10 | 2 | -3.0
CCN(C(=O)N1CCOCC1)c1ccccc1C | -0.1 | -11 | 9 | -2 | · | -1 | -1 | 4 | 11 | 0.5
COC(=O)c1ccc(CNC(=O)COC(=O)C2CCC(C(C)(C)C)CC2)cc1 (configuration not stated) | 0.6 | -2 | -7 | 2 | 0 | 13 | -4 | -6 | -1 | -1.7
CC(=O)Nc1cccc(C(=O)N/N=C/c2cccc(C)n2)c1 | -0.1 | 1 | -4 | 0 | 6 | -2 | 0 | 2 | 0 | ·
Cc1ccc(CSc2ccc(S(=O)(=O)N3CCCCC3)cn2)cc1 | 0.8 | 5 | 3 | -13 | -3 | 0 | -1 | -4 | 11 | 1.0
CCOCCCNC(=O)c1[nH]c(C)c(C(C)=O)c1C | 2.1 | · | 0 | 2 | -4 | 0 | 3 | 3 | -13 | -2.2
COc1ccc(C(=O)C[n+]2cc(-c3ccc(OC)cc3)n3c2CCCC3)cc1 | -3.0&2.1 | -38&-28 | -7&-3 | -8&37 | -1&0 | -1&2 | 1&-2 | 2&3 | 1&5 | -1.1&0.0
CCOc1ccc(N2C(=O)CC(N)C2=O)cc1 (configuration not stated) | -0.6 | 3 | 3 | 3 | -1 | · | 4 | -8 | -2 | 0.0
Cc1ccc(/C=C/C(=O)NCCCN2CCN(CCCNC(=O)/C=C/c3ccc(C)cc3)CC2)cc1 | -1.0 | -8 | -9 | 7 | 1 | 1 | 0 | 6 | 4 | -1.9
Cc1nn2c(NCc3ccccn3)cc(C(C)C)nc2c1-c1ccccc1 | 0.4 | -37 | -5 | -6 | -3 | -21 | 0 | 1 | -10 | -1.2
CC(C)(C)c1cc[n+](-c2[nH]c(=O)sc2/C=N/NC([S-])=Nc2ccccc2)cc1 | 0.6 | · | -17 | 3 | · | -3 | 0 | -12 | 81* | -0.3
CCCCOc1ccc(C(=O)NCC(=O)NC2CCCCC2)cc1 | -1.0 | 0 | 5 | 0 | 4 | 2 | 3 | 1 | 3 | -0.2
COCCNC(=O)COC(=O)c1cccnc1SC | 1.1 | 2 | -4 | 0 | -3 | 2 | 0 | -2 | 2 | -0.6
COc1cccc(CN(C)S(=O)(=O)c2cccs2)c1 | -2.3 | 10 | 3 | -3 | -3 | 3 | -2 | 3 | 2 | -1.6
CCN(CC)C(=O)N1CCN(C(=O)N2CCOCC2)CC1 | 0.3 | -6 | -7 | 8 | · | 0 | -2 | 7 | 5 | 0.0
CC(C)[C@H]1C=C(C(=O)O)O[C@@H](OCc2ccc(CO)cc2)C1 | 0.5 | -1 | 5 | -12 | -1 | -1 | 2 | 8 | -5 | -0.4
C/C(=N/Nc1ccc(F)cc1)c1ccc(Cl)s1 | -0.3 | -16 | -3 | 4 | -1 | · | -1 | -4 | 2 | -0.7
COc1ccc(N2C(=O)C3CCCN3C2c2ccc(C)cc2)cc1Cl (configuration not stated) | -3.7 | · | -13 | 5 | 0 | 12 | 1 | -3 | 6 | -1.1
COc1ccc(-c2cc(C(=O)N(C)CC(=O)Nc3ccccc3C(F)(F)F)c3ccccc3n2)cc1OC | -0.8 | 1 | -14 | 9 | -4 | -1 | 0 | 4 | 5 | -3.5
COC(=O)c1ccc(CNC(=O)C2CCC(=O)N(CCc3ccccc3)C2)cc1 (configuration not stated) | 0.0 | 10 | -5 | -11 | 3 | 1 | 2 | 4 | -4 | -2.5
CCc1ccc2c(c1)/C(=N/N(C)C(=S)NC)C(=O)N2 | 1.1 | -14 | 1 | 0 | 1 | -2 | 2 | 4 | -18 | -4.3
COc1ccc(Nc2nc3ccc(C)cc3n3cnnc23)cc1Cl | 1.0 | -1 | -8 | -1 | -1 | 0 | 2 | -4 | -1 | 0.4
CCCCOC(=O)Nc1ccc(N2CCOCC2)cc1 | 4.2 | 72 | -7 | 10 | -3 | · | 4 | 10 | 1 | -1.0
O=C(/C=C/c1c(F)cccc1Cl)NCc1ccco1 | 0.3 | 29 | -2 | 1 | 0 | 4 | -2 | -3 | 13 | -1.1
O=C(COc1ccc2ccc(=O)oc2c1)NC1CCCC1 | -5.3 | 8 | 1 | 4 | · | 1 | -1 | 8 | -2 | -0.5
CC(C)N(Cc1ccccc1)C(=S)NC(=O)C1(C)CC1(Cl)Cl (configuration not stated) | -0.2 | -9 | -6 | -1 | 1 | -2 | -1 | -3 | -2 | -1.4
Cc1cccc(NC(=O)Nc2cnccn2)c1 | 1.2 | 16 | -3 | · | -3 | -1 | -2 | 1 | -2 | -3.4
